# Myeloid diff 2: induction of myeloid progenitor differentiation, primary screen, cell-based, flow cytometry, MLPCN library | actives 1% (n = 360,000) | calls only at 10 µM | AID 624256, 2012 | ER-HoxA9 myeloid progenitors, lysozyme-GFP differentiation;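 active means normalized GFP-positive differentiation at or above the plate's own cutoff, the solvent-only control mean plus 3 SD; inconclusive means no clear call, values can overlap the other calls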;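 further: cells exposed to compound for four days before flow analysis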
# TNAP activators: human TNAP enzyme activators, primary screen, biochemical, luminescent, no phosphate acceptor, uHTS (AID 1001). purified TNAP, luminescent activation assay, no phosphate acceptor; higher activation fold means a stronger effect. activation fold at 20 µM; hits with a dose series show EC50 in µM. actives 0.03% (n = 200,000); in the data active means activation fold from about 3, or a potency from the dose series; inactive means the rest, 99 in 100 with activation fold below about 1.6; further: many of its hits are not listed in these tables
# human PMI inhibitors: human PMI inhibitors, high substrate, primary screen, biochemical, fluorescence intensity, high mannose 6-phosphate (AID 1220); Mannose-6-phosphate isomerase (Homo sapiens); one-dose inhibition, % at 20 µM; IC50 in µM for titrated hits; actives 0.66% (n = 190,000); recombinant PMI enzyme, coupled fluorescence intensity; higher % means a stronger effect
# PMI inhibitors: inhibitors of human PMI, primary screen, biochemical, fluorescence intensity, coupled assay (AID 1209). inhibition, % at 20 µM, or IC50 in µM where a hit was titrated. Mannose-6-phosphate isomerase (Homo sapiens). actives 0.42% (n = 190,000). purified PMI enzyme, coupled fluorescence intensity; higher % means a stronger effect;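 further: plate controls were DMSO vehicle for no effect and wells lacking substrate for full effect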
# PhoP inhibition: inhibitors of PhoP regulon expression, primary screen, Salmonella Typhimurium, GFP reporter (AID 1863). inhibition, % at 50 µM, or IC50 in µM where a hit was titrated. S. Typhimurium PhoP-regulated promoter GFP reporter, 4 h; higher % means a stronger effect. actives 0.16% (n = 300,000);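 active means inhibition over 29.93%, a cutoff 3 SD above the screen mean, later confirmed by dose response; inconclusive means inhibition over 29.93% but no dose response follow-up; inactive means inhibition at most 29.93% or unconfirmed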;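 further: 0% = low Mg2+ inducing control and 100% = high Mg2+ repressing control; strong numbers were not always called active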
# XIAP displacement: XIAP antagonists, biochemical, IAP family, fluorescence polarization (AID 1018). E3 ubiquitin-protein ligase XIAP (Homo sapiens). XIAP BIR domain, fluorescence polarization peptide displacement; higher % means a stronger effect. displacement, % at 20 µM; hits with a dose series show IC50 in µM. actives 0.007% (n = 200,000); in the data active means displacement above about 50%; further: a part of the inactive calls stands beside numbers as strong as those of hits
# SIAH1 antagonists: Siah-1 peptide-binding antagonists, primary screen, biochemical, fluorescence polarization, rhodamine-plectin, uHTS (AID 1817). E3 ubiquitin-protein ligase SIAH1 (Homo sapiens). displacement, % at 20 µM; hits with a dose series show IC50 in µM. actives 0.02% (n = 290,000). Siah-1 / rhodamine-plectin peptide fluorescence polarization; higher % means a stronger effect;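 active means displacement of at least 50% at 20 µM, with a fluorescence ratio check between 0.3 and a set limit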;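 further: plate controls were Siah plus tracer with DMSO for no effect and tracer alone without Siah for full effect; strong numbers were not always called active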
# WT yeast gro inh: growth inhibition of WT strain, primary screen, mitochondrial fusion inhibitor project, WT and mutant strains, chemical genetic; mitochondrial fusion phenotypic screen; inhibition, % at 10 µM; actives 2.1% (n = 190,000); in the data active means inhibition above about 58%; tested in S. cerevisiae
# RSV antiviral HEp-2: RSV antiviral activity via CPE protection, HEp-2 cells, primary 10 µM value included (AID 2391); actives 0.13% (n = 310,000); HEp-2 cells, RSV-induced CPE inhibition; higher % means a stronger effect; CPE inhibition, % at 10 µM; hits with a dose series show IC50 in µM; in the data active means a potency from the dose series; inconclusive means CPE inhibition mostly from about 23% at the one dose, without a potency; inactive means the rest, 99 in 100 with CPE inhibition below about 21%; further: strong numbers were not always called active
# WT yeast gro inh mutant strain: recorded beside WT yeast gro inh, whose call it bears; inhibition, %; mitochondrial fusion phenotypic screen, mutant strain inhibition
# Myeloid diff 2 GFP+ MAC1+ %: further read-out of Myeloid diff 2, marked with its call; GFP+ MAC1+ double positive, %; measured here: differentiation confirmed by MAC1 staining
# * = called active by the depositor; i = inactive; ? = inconclusive; . = no result given. Unless noted, no stated cut-off is given here; in the data, active means inhibition above about 50%; inactive means the rest. An unsorted share of the library; about 3.1% have a hit in one of these screens.
# Value order: TNAP activators	WT yeast gro inh mutant strain	PMI inhibitors	XIAP displacement	SIAH1 antagonists	WT yeast gro inh	Myeloid diff 2 GFP+ MAC1+ %	RSV antiviral HEp-2	PhoP inhibition	human PMI inhibitors	Myeloid diff 2
> Cc1ccc(-n2c(N)c(C(=O)NCc3ccco3)sc2=S)cc1
    1.1	-2	14%	-1.8%	0%	4	0.7	1.6%	-2%	8%	i
> CCOC(=O)/C(=N/Nc1ccc(Cl)cc1)S(=O)(=O)c1ccccc1
    1	19	6%	-1.9%	2%	13	1.6	0.0%	-6%	-2%	i
> COCCn1c(SCC(=O)Nc2cccc(C)n2)nnc1-c1ccco1
    1.1	-9	4%	3.9%	3%	-8	0.1	-0.1%	-1%	-3%	i
> COc1ccc(-n2c(SCC(=O)Nc3nccs3)nnc2-c2ccoc2C)cc1
    1	-14	-4%	-4.3%	-2%	-12	0.5	5.4%	10%	-6%	i
> CCc1cc(C(=O)OC)c(NC(=O)CCCC(=O)O)s1
    1	20	-3%	-1.7%	0%	6	.	.	-7%	1%	.
> CCCOc1c(Br)cc(C(N)=O)cc1OCC
    1	9	-4%	-0.9%	2%	2	0.0	6.6%	4%	5%	i
> CC(C)CNc1nc(SCC(=O)Nc2ccccc2)nc(N2CCOCC2)n1
    1.1	-9	-2%	-1.1%	15%	-22	1.8	2.7%	-7%	0%	i
> CCC(C)[C@H](NC(=O)NCCC1=CCCCC1)C(=O)O (stereo partly specified)
    .	.	.	.	11%	.	0.2	1.3%	-10%	.	i
> COc1ccc(C2=NOC(C(=O)NCc3ccc(F)cc3)C2)cc1OC (stereo unspecified)
    1.1	-5	5%	-3.3%	4%	-3	.	6.5%	3%	5%	?
> COc1ccc(SCC(=O)c2cc(C)c(OC(=S)N(C)C)c(C)c2)cc1
    1	-6	6%	-6.2%	-1%	-19	0.8	13%	-7%	3%	i
> COc1ccccc1NS(=O)(=O)c1ccc(Br)s1
    1	-6	2%	-3.8%	0%	-15	1.1	-0.1%	-2%	3%	i
> CN(C(=O)CCc1nc2ccccc2s1)c1ccccc1
    1.1	8	12%	-1.1%	13%	-7	7.0	0.8%	5%	10%	i
> CCCC(O)(CCC)C(=O)NNc1ccc(C)cc1
    .	.	.	.	-1%	.	0.5	2.6%	-14%	.	i
> COC(=O)c1cc(C#N)c(Oc2ccc(OC)cc2)nc1C
    1.1	-1	3%	-25%	-2%	-8	1.3	0.9%	-1%	5%	i
> CCCCNC(=O)CCC(=O)NNc1nc2ccccc2c2nc(C)nn12
    2.4	4	6%	-7.1%	-10%	10	0.2	0.9%	7%	-5%	i
> Cc1ccc(C2(C)NC(=O)N(CC(=O)NC(=O)NC3CCCC3)C2=O)cc1 (stereo unspecified)
    1.1	.	1%	-3.9%	6%	.	.	.	.	-1%	.
> CC(CN1CCOCC1)OC(=O)c1ccccc1Br (stereo unspecified)
    1.1	-10	-3%	1.0%	-5%	5	0.3	1.9%	13%	-11%	i
> O=[N+]([O-])c1cc(Cl)ccc1NCCNc1ncc(C(F)(F)F)cc1Cl
    1	-4	24%	-1.5%	-3%	57	1.1	2.1%	4%	17%	i
> O=C(COC(=O)C1CC(=O)N(Cc2ccccc2)C1)c1ccc(Br)cc1 (stereo unspecified)
    1	2	-11%	-19%	-3%	1	0.8	0.4%	-3%	29%	i
> CC(C)c1ccccc1NC(=O)Nc1ccc(F)cc1F
    .	.	.	.	5%	.	0.5	11%	-15%	.	i
> Cc1ccc(NC(=O)NC2CCCc3ccccc32)cc1 (stereo unspecified)
    .	.	.	.	15%	.	4.9	2.7%	1%	.	i
> CCCc1nnc(SCC(=O)N2CCCCC2)n1CCCOC
    1.1	1	-4%	-5.7%	-5%	-1	0.7	0.5%	-1%	-10%	i
> CC(C)(C)c1ccc(-n2ncc3c2CCCC3NC(=O)CN2CCCC2=O)cc1 (stereo unspecified)
    .	.	.	.	4%	.	2.3	1.6%	7%	.	i
> CCOC(=O)c1c(C)nc2sc3c(=O)n(-c4ccc(C)cc4)cnc3c2c1-c1ccc(OC)cc1
    1.1	-5	-3%	-5.8%	6%	7	0.9	1.0%	1%	-2%	i
> Cc1ccc(C(=O)Nc2ncc(C)s2)o1
    1.1	10	4%	-3.4%	-2%	18	5.9	-0.5%	12%	0%	i
> Cc1ccc(CNC(=O)CN2CCCC(C)C2)cc1 (stereo unspecified)
    1.2	-1	-3%	-0.2%	-5%	-2	2.5	-0.9%	20%	-10%	i
> COC(=O)c1[nH]c2ccc(Br)cc2c1NC(=O)C(C)N1CCN(C2CCCCC2)CC1 (stereo unspecified)
    1.1	14	10%	-2.5%	4%	-11	0.3	-2.5%	0%	11%	i
> COc1cc(/C=C2/SC(=O)N(CC(=O)N3CCCC3)C2=O)ccc1Oc1ccc([N+](=O)[O-])cn1
    .	.	.	.	-7%	.	0.7	11%	-1%	.	i
> COc1cc(CNc2ccccc2)c([N+](=O)[O-])cc1OC
    .	.	.	.	2%	.	0.2	1.9%	1%	.	i
> O=C(NCc1ccccn1)c1ccccc1-c1ccccc1
    1.1	3	5%	-3.3%	5%	-10	0.3	-0.3%	2%	12%	i

# Next part (5 carried over from the part before).
# Value order: TNAP activators	WT yeast gro inh mutant strain	PMI inhibitors	XIAP displacement	SIAH1 antagonists	WT yeast gro inh	Myeloid diff 2 GFP+ MAC1+ %	RSV antiviral HEp-2	PhoP inhibition	human PMI inhibitors	Myeloid diff 2
> Cc1ccc(CNC(=O)CN2CCCC(C)C2)cc1 (stereo unspecified)
    1.2	-1	-3%	-0.2%	-5%	-2	2.5	-0.9%	20%	-10%	i
> COC(=O)c1[nH]c2ccc(Br)cc2c1NC(=O)C(C)N1CCN(C2CCCCC2)CC1 (stereo unspecified)
    1.1	14	10%	-2.5%	4%	-11	0.3	-2.5%	0%	11%	i
> COc1cc(/C=C2/SC(=O)N(CC(=O)N3CCCC3)C2=O)ccc1Oc1ccc([N+](=O)[O-])cn1
    .	.	.	.	-7%	.	0.7	11%	-1%	.	i
> COc1cc(CNc2ccccc2)c([N+](=O)[O-])cc1OC
    .	.	.	.	2%	.	0.2	1.9%	1%	.	i
> O=C(NCc1ccccn1)c1ccccc1-c1ccccc1
    1.1	3	5%	-3.3%	5%	-10	0.3	-0.3%	2%	12%	i
> O=[N+]([O-])c1ccc(S(=O)(=O)N/N=C/c2ccc3c(c2)OCO3)cc1
    .	.	.	.	4%	.	0.0	1.7%	-1%	.	i
> COCCSc1ccccc1C(=O)Nc1ccc(Cl)cn1
    1.2	5	8%	-1.4%	10%	-16	1.0	1.6%	-6%	-4%	i
> COc1ccccc1C(=O)Nc1cccc(NC(=O)c2ccccc2OC)n1
    .	.	.	.	6%	.	0.1	-0.5%	-3%	.	i
> Cc1nc2c(-c3ccc(Cl)cc3)cnn2c(N)c1-c1ccc(F)cc1
    .	.	.	.	6%	.	.	8.5%	5%	.	?
> Cc1nc2cnccc2n1C
    1.1	-1	-5%	-6.5%	2%	-4	0.1	-1.3%	8%	-11%	i
> CC1CCN(C(c2ccc(N(C)C)cc2)c2nnnn2Cc2ccccc2)CC1 (stereo unspecified)
    1	-7	5%	-7.3%	0%	6	0.6	1.0%	6%	6%	i
> CCOc1ccccc1NC(=O)N1CCC(NC(=O)c2cccc(C)c2)CC1
    1	16	-16%	-8.0%	-4%	10	0.5	-0.2%	-7%	-21%	i
> CC(C)C(NS(=O)(=O)c1cccc2nsnc12)C(=O)NCc1ccc2c(c1)OCO2 (stereo unspecified)
    1	4	-13%	-5.8%	1%	-7	2.6	1.4%	-2%	-12%	i
> COc1cccc(OC)c1C(=O)NC(=S)Nc1ccc2c(c1)C(=O)N(C)C2=O
    1	-9	12%	-24%	-5%	8	0.7	2.4%	-8%	3%	i
> COC(=O)c1ccc(C(=O)Nc2ccc3nc(-c4cccnc4)[nH]c3c2)cc1
    1	5	8%	-12%	-3%	-7	1.7	0.4%	-6%	6%	i
> Clc1ccccc1CSc1ncccn1
    1.1	5	7%	1.9%	6%	13	8.0	0.5%	8%	3%	i
> C=CCn1c(SCC(=O)Nc2cc(OC)c(NC(=O)c3ccco3)cc2OC)nnc1-c1ccncc1
    1.1	0	-1%	-2.9%	3%	-25	0.6	3.3%	-5%	-1%	i
> Cn1c(CSCc2ccc(Cl)cc2)nnc1SCC(=O)Nc1nccs1
    1	-14	-10%	-1.9%	-1%	11	2.5	5.0%	2%	1%	i
> Cc1ccc(Cn2c(CCCO)nc3ccccc32)cc1
    .	.	.	.	4%	.	0.3	2.3%	-3%	.	i
> COc1cc(NC(=O)Cn2ccsc2=N)c(C)cc1[N+](=O)[O-]
    1.1	2	11%	-2.2%	-2%	3	0.2	3.0%	0%	8%	i
> CC(=O)Nc1sc2c(c1C(N)=O)CCC2
    1.1	-6	9%	-4.3%	7%	-15	1.5	1.4%	0%	8%	i
> Cc1cc(NC(=O)C2CC(c3ccc(F)cc3)=NO2)no1 (stereo unspecified)
    1.1	8	9%	-20%	-1%	5	2.2	2.2%	-8%	19%	i
> CC1CCCN(C(C(=O)Nc2ccc(C(C)C)cc2)c2ccc3c(c2)OCO3)C1 (stereo unspecified)
    1.4	32	10%	.	3%	48	0.7	4.7%	-5%	13%	i
> O=C(CSC1=NCCS1)N1CCCC1
    1	10	-4%	-4.8%	3%	-1	0.5	-0.5%	0%	-5%	i
> Cc1cc2cc3c(cc2nc1SCC(=O)O)OCCO3
    1.1	20	1%	-8.5%	3%	-1	5.0	-1.2%	-7%	10%	i
> C=CCOC(=O)C1=C(C)NC(C)=C(C(=O)OCC=C)C1c1cccs1
    1.1	8	27%	-2.8%	0%	10	6.9	4.3%	18%	17%	i
> Nc1nnc(COc2ccc(Br)cc2Br)s1
    1.1	-1	14%	-6.0%	2%	8	7.1	5.5%	-1%	15%	i

# Quoted at random: three compounds from above, in no set order.
# Value order: TNAP activators	WT yeast gro inh mutant strain	PMI inhibitors	XIAP displacement	SIAH1 antagonists	WT yeast gro inh	Myeloid diff 2 GFP+ MAC1+ %	RSV antiviral HEp-2	PhoP inhibition	human PMI inhibitors	Myeloid diff 2
> COc1ccccc1C(=O)Nc1cccc(NC(=O)c2ccccc2OC)n1
    .	.	.	.	6%	.	0.1	-0.5%	-3%	.	i
> CCOc1ccccc1NC(=O)N1CCC(NC(=O)c2cccc(C)c2)CC1
    1	16	-16%	-8.0%	-4%	10	0.5	-0.2%	-7%	-21%	i
> CC(C)(C)c1ccc(-n2ncc3c2CCCC3NC(=O)CN2CCCC2=O)cc1 (stereo unspecified)
    .	.	.	.	4%	.	2.3	1.6%	7%	.	i

# Source: PubChem
